NadD inh = blocks S. aureus nicotinate mononucleotide adenylyltransferase; inhibition, % at 20 µM; 360,000 compounds, 0.78% hits; purified NadD enzyme, colorimetric absorbance read-out; AID 602399; in the data active = inhibition above about 26%; also: some compounds past the cut are filed as inactive
Neddylation inh = inhibitors of human cullin neddylation. P61081+Q13564. calls only at 25 µM. 360,000 compounds, 0.58% hits. AID 651699. TR-FRET cullin neddylation, biochemical; in the data active = inhibition above about 36%
LMPTP block = blocks human LMPTP phosphatase. P24666. recombinant LMPTP-A, OMFP fluorogenic substrate, fluorescence intensity. inhibition, % at 20 µM. 360,000 compounds, 0.22% hits. AID 651560;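 active = compounds that cut the enzyme signal by at least half of the control window in the single-dose screen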;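 also: plate controls were DMSO wells with enzyme plus substrate for no effect and substrate without enzyme for full effect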
Target sequence (P24666 whole entry, looked up): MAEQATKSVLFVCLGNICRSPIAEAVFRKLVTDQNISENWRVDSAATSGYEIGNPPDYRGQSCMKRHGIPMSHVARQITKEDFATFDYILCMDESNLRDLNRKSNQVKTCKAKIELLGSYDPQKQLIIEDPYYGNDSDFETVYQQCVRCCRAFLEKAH
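Assay system: LMPTP-A phosphatase enzyme | Input: 0.625 nM enzyme | Also added: Fluorogenic phosphatase substrate OMFP at 400 µM final | Compound dosing: One test concentration per compound, 20 µM, with 3% DMSO overall | Schedule: 50 min enzyme reaction at room temperature, protected from light | Signal: Fluorescence intensity | Benchmarks: no-enzyme and uninhibited controls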
DNMT1 inh = blocks human DNA methyltransferase DNMT1; P26358; 360,000 compounds, 0.83% hits; DNMT1 molecular beacon, Hinp1I cleavage, fluorescence; inhibition (reported as % activation of signal), % at 10 µM; in the data active = inhibition above about 50%
STEP block = blocks human striatal-enriched tyrosine phosphatase; 360,000 compounds, 0.25% hits; recombinant STEP, OMFP fluorogenic substrate, fluorescence; inhibition, % at 20 µM;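 active = inhibition at 20 µM, scaled per plate between control wells, above about 37%, limit read from the data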;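 also: 0% = DMSO with enzyme and substrate and 100% = substrate only without enzyme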
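Material: STEP (striatal-enriched tyrosine phosphatase) enzyme, cell-free; Compound dosing: 20 µM single dose in 1% DMSO; Technique: fluorescence read at 480 nm ex / 540 nm em; Times: reaction 20 min, ambient temperature; Medium: 50 mM Bis-Tris pH 6.0 with 2.5 mM DTT and 0.005% Tween 20; Also added: OMFP at 25 µM.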
SUMO1 PPI mod = SUMO1-SIM interaction modulation | inhibition, % at 20 µM | P63165 | SUMO1 binding to a labelled peptide, TR-FRET, 1 h | 360,000 compounds, 0.33% hits; in the data active = inhibition above about 37%
Target sequence (P63165 whole entry, looked up): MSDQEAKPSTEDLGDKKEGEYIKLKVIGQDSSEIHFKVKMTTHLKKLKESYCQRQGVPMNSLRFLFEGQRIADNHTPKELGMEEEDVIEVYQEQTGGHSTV
Rpn11 inh = blocks the human proteasome subunit Rpn11 | 360,000 compounds, 0.59% hits | O00487 | human 26S proteasome, Ub4-pepOG fluorescence polarization; 20S core pre-blocked with epoxomicin | calls only at 20 µM;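 active = inhibition at 20 µM, scaled to each plate's controls, above about 33%, limit read from the data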
Rin1-Abl PPI inh = blocks binding of human Rin1 to Abl | P00519+Q13671 | TR-FRET Rin1/Abl binding, biochemical | inhibition, % at 7.35 µM | 360,000 compounds, 0.4% hits; in the data active = inhibition above about 5%, passing the limit was not always enough
CSN deneddyl inh = blocks human CSN-mediated cullin deneddylation | 360,000 compounds, 0.38% hits | Q92905 | inhibition, % at 12.5 µM | Purified CSN, SCF-Nedd8-OG deneddylation, fluorescence polarization;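 active = pattern-corrected inhibition above about 35%, with an unprinted fluorescence ratio check between 0.5 and 1.5, limit read from the data, passing the limit was not always enough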;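 also: 0% = enzyme with substrate and 100% = substrate without enzyme; some results filed as inactive read as strong as hits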
Target sequence (Q92905 whole entry, looked up, one chain of several): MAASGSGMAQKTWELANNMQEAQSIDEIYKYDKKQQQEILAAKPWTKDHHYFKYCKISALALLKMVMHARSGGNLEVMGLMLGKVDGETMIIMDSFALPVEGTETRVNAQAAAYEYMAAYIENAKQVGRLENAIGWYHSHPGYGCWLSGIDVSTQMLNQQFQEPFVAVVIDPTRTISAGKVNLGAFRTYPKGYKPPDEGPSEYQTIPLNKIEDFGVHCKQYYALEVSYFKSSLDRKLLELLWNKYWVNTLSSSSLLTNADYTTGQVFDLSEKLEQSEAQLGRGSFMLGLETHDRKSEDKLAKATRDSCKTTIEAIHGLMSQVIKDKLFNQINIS
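Material: purified human Csn5 enzyme expressed in HEK293T cells / Medium: Tris buffer pH 7.5, NaCl, DTT, Tween-20, trehalose, ovalbumin / Compound dosing: 12.5 µM single point / Schedule: 90 min incubation of compound, enzyme and substrate at room temperature / Signal: fluorescence polarization of the substrate / Control set: no-enzyme wells high, enzyme-with-substrate wells low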
Scp1 inh = Scp-1 (human) phosphatase inhibition | Recombinant Scp1, phosphopeptide, malachite green phosphate absorbance | inhibition, % at 20 µM | Q9GZU7 | AID 493091 | 340,000 compounds, 0.88% hits;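 active = inhibition above about 50% at 20 µM, limit read from the data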;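 also: plate controls were DMSO wells with enzyme for no effect and wells lacking enzyme for full effect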
Target sequence (Q9GZU7 76-261 limits assumed): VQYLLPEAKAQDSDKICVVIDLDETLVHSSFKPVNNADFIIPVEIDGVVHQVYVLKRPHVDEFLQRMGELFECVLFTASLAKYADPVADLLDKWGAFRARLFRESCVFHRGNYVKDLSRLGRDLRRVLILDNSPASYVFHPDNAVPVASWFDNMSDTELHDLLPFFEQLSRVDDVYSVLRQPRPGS
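Test system: SCP-1 phosphatase catalytic domain, residues 76-261 | Compound dosing: One concentration, 20 µM, with 1.0% DMSO | Schedule: 45 min room-temperature reaction, 5 min colour, 30 min stabiliser | Detection: Absorbance at 630 nm | Read-out basis: % inhibition of SCP-1 phosphate liberation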
* marks the source's active call; other numbers are inactive results; i = inactive; / = no result given; + = active, no number.

SMILES	NadD inh	Neddylation inh	LMPTP block	DNMT1 inh	STEP block	SUMO1 PPI mod	Rpn11 inh	Rin1-Abl PPI inh	CSN deneddyl inh	Scp1 inh
COc1ccc(NC(=O)CSc2nnc(CNC(=O)COc3ccc(Cl)cc3)o2)cc1	-8	i	-0.9	0	1	-1	i	0	6	1
CCC(C(=O)Nc1nnc(-c2ccco2)s1)c1ccccc1 (stereo not given)	0	i	0.1	10	0	-1	i	2	4	-2
CC1(C(=O)NCc2ccccc2)CN(S(C)(=O)=O)CC(=O)N1CCc1ccccc1 (stereo not given)	/	i	-0.4	/	/	0	/	/	-3	/
COCCCNC(=O)c1ccc(CS(=O)(=O)c2ccccc2OC)o1	-2	i	-2.6	-2	-3	15	i	4	3	-12
CC1(OC(=O)C2CCCC2)C(=O)C=C2C=C(c3ccsc3)N(C3CCCC3)C=C2C1=O (stereo not given)	4	i	2.2	-13	3	-15	i	2	-2	0
COc1ccc(S(=O)(=O)N2CCC(C(=O)O)(c3ccccc3)CC2)cc1	-4	i	-1.1	5	4	1	i	-4	2	-10
C#CCOc1ccc(/C=C2/C(=O)NN(c3ccc(F)cc3)C2=O)cc1OC	-2	i	18	9	15	10	i	1	0	-11
O=C(NCCc1ccccc1)c1ccc(CS(=O)Cc2ccc(Cl)cc2)o1 (stereo not given)	-8	i	0.1	1	-1	-1	i	2	-2	11
CC(=O)c1ccc(S(=O)(=O)N(C)CCCC(=O)N(C)Cc2ccccc2F)cc1	1	i	1.4	-2	0	-2	i	1	1	-4
N=c1c2ccccc2nc2n1CCCCC2	-2	i	0.0	5	-2	2	i	3	1	/
C=CC(=O)Nc1ccc(Nc2nc(NC3CCC(N(C)C)CC3)nc3c2ncn3C(C)C)cc1 (stereo not given)	-1	i	4.1	-13	-2	-1	i	-1	37*	0
COC(=O)/C(C#N)=C1/C=Cc2ccccc2N1C	-3	i	-0.2	-9	2	-26	i	-9	-1	0
COc1ccccc1CNC(=O)c1csc2c1CCCC2	8	i	-1.5	2	-1	-3	i	2	1	-4
O=C(O)CSc1cccnc1Sc1ccc(Cl)cc1	-4	i	-0.8	-3	1	4	i	2	-5	-11
O=C(NC(=S)Nc1ccc(CN2CCOCC2)cc1)c1ccc([N+](=O)[O-])cc1	-2	i	1.6	2	1	-25	i	-3	3	-6
FC(F)Sc1ccc(NC(=S)NC2CCC(NC(=S)Nc3ccc(SC(F)F)cc3)CC2)cc1 (stereo not given)	6	i	0.5	3	2	2	+	0	7	-6
Cc1cccc(-n2c(SCC(=O)N3CCCC3)nc3n[nH]c(C)c3c2=N)c1	7	i	-13	-2	0	8	i	1	5	6
Cc1noc2ncnc(Oc3ccccc3Cl)c12	-4	i	0.5	1	-6	0	i	0	9	3
O=C(CSc1nnc(NC(=O)c2c(F)cccc2F)s1)NC1CCCC1	-1	i	-1.6	-2	-1	4	i	1	1	-1
S=C(Nc1ccccc1Cl)N(Cc1ccccc1)Cc1cccnc1	-4	i	-0.9	0	0	2	i	-1	-4	2
O=C(CSc1cc([N+](=O)[O-])cc(S(=O)(=O)Cc2ccccc2)c1)NC1CC1	-4	i	-0.7	1	0	-25	i	-1	-2	9
C/C(=N/NS(=O)(=O)c1ccc(Br)cc1)c1ccc(C)o1	2	i	0.0	2	-2	1	i	-1	-19	0
Cc1cccc(-n2ncc3c(NCCN4CCOCC4)ncnc32)c1	-1	i	-0.2	35	-2	3	i	3	0	1
COc1cc(/C=N/NC(=O)Cc2nnc(NC(=O)c3ccccc3)s2)ccc1O	1	i	2.5	1	-2	28	i	-1	-3	-16
CN(O)/C=c1/ccc2c(n1)C(=O)C=CC=2	-4	i	-0.7	-1	1	-15	i	5	-3	-13
COC(=O)c1sccc1NC(=S)N1CCN(c2ccccc2)CC1	-2	i	2.5	-1	3	-7	i	-5	-6	-4
COc1ccc(OCC(=O)N2N=C(C)CC2(O)C(F)(F)F)cc1 (stereo not given)	3	i	-1.8	1	2	0	i	1	1	3
CCCCn1c(=NC(=O)c2ccco2)c(C(=O)OCC)cc2c(=O)n3ccccc3nc21	2	/	0.0	4	1	-22	i	-5	0	-2
O=C(CSc1ccc(-c2ccco2)nn1)Nc1ccccc1F	6	i	4.4	-1	0	-1	i	-3	3	-5
COC(=O)c1ccc2c(CCO)c[nH]c2c1	-3	/	-1.7	2	0	-3	i	6	-6	6
c1ccc(-c2nnc(-c3ccccn3)s2)nc1	4	i	-1.7	-2	3	-20	i	-2	-2	6
CC(C)CN(C(=O)C(c1ccccc1)c1ccccc1)c1c(N)n(CC(C)C)c(=O)[nH]c1=O	3	i	-0.1	-1	1	2	i	-1	0	-4
CC1(C)CC(=O)C2=C(C1)OC1=C(C(=O)CC(C)(C)C1)C2c1ccccc1	1	i	-0.9	-1	0	-1	i	-4	0	-8
COc1ccc(Cl)cc1C(=O)NNC(=S)NC(=O)c1ccc(F)c(F)c1	0	i	-1.6	5	6	9	i	3	-2	-12
CCS(=O)(=O)c1nc(S(=O)(=O)c2ccc(C)cc2)c(NCCCn2ccnc2)s1	2	i	-2.5	4	-1	3	i	1	-2	-3
CCOC(=O)C1=CCN(S(=O)(=O)c2ccc(C)cc2)C1c1ccc(Cl)cc1 (stereo not given)	-6	i	2.4	-13	1	5	i	1	-1	/
CN(Cc1ccccc1)C(=O)CCC(=O)N(C)Cc1ccccc1	5	i	-2.3	-4	0	2	i	1	-5	1
CC(C)N(CCC#N)C(=O)Nc1ccc2c(c1)CCO2	-1	i	0.0	-1	-1	-2	i	2	1	-9
Cc1ccccc1CN1CCNC(=O)C1CC(=O)O (stereo not given)	2	i	-1.4	0	0	0	i	-3	5	3
COc1ccc(/C=N/NC(=O)CNC(=O)c2ccc3c(c2)OCCO3)cc1OC	-1	i	0.0	1	-3	-4	i	-2	-5	-7
O=[N+]([O-])c1ccc(CN2CCCCCC2)s1	4	i	-0.7	2	3	-20	i	1	-14	-2
CCSc1ncnc2sc3c(c12)CCC3	-3	i	1.0	3	4	4	i	-28	3	-3
CSCC[C@H](NC(=O)Nc1cccc(Br)c1)C(=O)O	-6	i	-3.1	1	-2	1	i	1	6	-5
Nc1nc2ccc(S(=O)(=O)c3ccc4nc(N)sc4c3)cc2s1	1	i	1.3	-9	-2	6	i	0	-1	8
CC1CC(C)(C)NC(=S)N1CCC(=O)N1CCc2ccccc2C1 (stereo not given)	12	i	-1.6	5	-3	-3	i	-1	-7	13
COc1ccc(S(=O)(=O)N(CC(=O)Nc2cc(C)on2)Cc2ccccc2)cc1	-6	i	-0.5	-3	1	0	i	4	0	-8
COc1cccc(CNC(=O)c2cc3c(cc2Cl)N2CCCCCC2=NS3(=O)=O)c1	-4	i	0.4	-2	-3	1	i	1	-5	-7
COC(=O)c1cccc(C(=O)Nc2ccc(F)cc2)n1	-2	i	-0.7	2	-6	-1	i	2	0	3
COC(=O)C1(CCSC)NC(c2ccc(O)cc2)C2C(=O)N(c3ccc(F)cc3)C(=O)C21 (stereo not given)	-5	i	-1.9	3	-2	1	i	1	1	-2
NC(=O)C1=C(c2ccccc2)c2ccccc2C1=O	7	i	-1.4	3	0	-20	i	7	1	1
More compounds:
SMILES	NadD inh	Neddylation inh	LMPTP block	DNMT1 inh	STEP block	SUMO1 PPI mod	Rpn11 inh	Rin1-Abl PPI inh	CSN deneddyl inh	Scp1 inh
CCCCN(C(=O)CSCC(=O)Nc1cccc(C)c1)c1c(N)n(Cc2ccccc2)c(=O)[nH]c1=O	-4	i	0.9	-1	-1	1	i	-1	-1	1
CC(CC(=O)NCc1cccnc1)c1ccccc1 (stereo not given)	-3	i	-0.3	2	-1	0	i	2	0	0
COc1ccccc1/C=C\C=N\NC(=O)c1ccco1	-3	i	1.3	-1	-4	-2	i	-2	15	-9
CCN(CC)C(=O)c1cccc(NC(=O)c2cc(C3CC3)nc3c2cnn3C(C)C)c1	3	i	-0.1	0	3	5	i	4	4	-10
Cn1cc(C(=O)NS(=O)(=O)Nc2ccc(Br)cn2)c2ccccc21	0	i	-1.0	-2	3	-1	i	3	1	11
O=c1ccc(-c2nc3ccccc3n2Cc2ccc(Cl)cc2)c[nH]1	1	i	0.9	-4	-2	2	i	1	0	-9
COc1cc(OC)c(C2=NOC(C(=O)Nc3ccc4c(c3)OCO4)C2)cc1Cl (stereo not given)	-8	i	1.2	-7	3	4	i	3	3	-10
COC(=O)C1[C@H]2SC(C)(C)C(C(=O)OC)N2C(=O)N1Cc1nc2ccccc2s1 (stereo not given in full)	-3	i	-0.8	-2	-2	1	i	-2	0	-8
CCOC(=O)N1CCN(C(=O)c2ccc3c(c2)N=C(CC)c2cc(C)ccc2S3)CC1	2	i	1.3	-5	1	2	i	-2	0	-3
Cc1ccc(C)c(N(CC(=O)NCc2ccco2)C(=O)CNS(=O)(=O)c2ccc(F)cc2)c1	-9	i	-0.7	0	-1	6	i	-2	1	6
CC(C)Nc1ncnc2c1ncn2[C@H]1CN(Cc2ccc(-c3ccccc3)cc2)C[C@@H](CO)O1	-4	i	1.1	-3	-2	-3	i	6	2	/
Cc1cccc(N2C(=O)C3C(c4ccccc4)OC4(C(=O)c5ccccc5C4=O)C3C2=O)c1 (stereo not given)	4	i	-0.6	0	-4	-6	i	-3	-2	-4
COc1ccccc1CN(C(=O)Cc1cccs1)C(C(=O)NC1CCCC1)c1ccncc1 (stereo not given)	2	i	-2.8	4	2	2	i	-2	-1	1
COc1ccc(/C=C/C(=O)Nc2ccc(C)cc2)cc1S(=O)(=O)N1CCOCC1	-5	i	-0.2	-3	0	-5	i	0	0	2

Compound profiles, as listed above. Screens in order: NadD inh | Neddylation inh | LMPTP block | DNMT1 inh | STEP block | SUMO1 PPI mod | Rpn11 inh | Rin1-Abl PPI inh | CSN deneddyl inh | Scp1 inh
`COc1ccccc1CN(C(=O)Cc1cccs1)C(C(=O)NC1CCCC1)c1ccncc1` (stereo not given) across the screens: 2 | i | -2.8 | 4 | 2 | 2 | i | -2 | -1 | 1
`Cc1cccc(N2C(=O)C3C(c4ccccc4)OC4(C(=O)c5ccccc5C4=O)C3C2=O)c1` (stereo not given) across the screens: 4 | i | -0.6 | 0 | -4 | -6 | i | -3 | -2 | -4
`CC(C)Nc1ncnc2c1ncn2[C@H]1CN(Cc2ccc(-c3ccccc3)cc2)C[C@@H](CO)O1` across the screens: -4 | i | 1.1 | -3 | -2 | -3 | i | 6 | 2 | /
`COc1ccc(/C=C/C(=O)Nc2ccc(C)cc2)cc1S(=O)(=O)N1CCOCC1` across the screens: -5 | i | -0.2 | -3 | 0 | -5 | i | 0 | 0 | 2

Structures listed so far that bear a hit mark in Rpn11 inh:
SMILES	NadD inh	Neddylation inh	LMPTP block	DNMT1 inh	STEP block	SUMO1 PPI mod	Rpn11 inh	Rin1-Abl PPI inh	CSN deneddyl inh	Scp1 inh
FC(F)Sc1ccc(NC(=S)NC2CCC(NC(=S)Nc3ccc(SC(F)F)cc3)CC2)cc1 (stereo not given)	6	i	0.5	3	2	2	+	0	7	-6
